GAA glycogen mod: inhibitors or activators of human alpha-glucosidase glycogen cleavage. P10253. recombinant GAA, glycogen substrate, Amplex Red glucose oxidase fluorescence. Potency, µM (titrated, usually from 76.4 µM), without a hit: at the highest dose activity change, negative = inhibition, hits mostly inhibitors. 0.38% of 300,000 active. AID 2100; active = well fitted inhibition curve with a large enough effect; inconclusive = small, poorly fitted or top-dose-only effect, or another doubt; inactive = no such curve, though single readings can be large or run the other way;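 note: 0% = full enzyme reaction and -100% = no-enzyme basal signal; the screen sought inhibitors and activators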
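Recombinant human enzyme (4 nM); glycogen substrate; 37 C, 40 min, pH 5.0. Readout: coupled glucose oxidase/Amplex Red fluorescence.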
* = called active by the depositor; ? = inconclusive; [ ] = dose if it differs, or a comment. Potency is the fitted concentration of half-maximal effect. Some of the compounds tested; the hit share may differ from the screen's.

SMILES | GAA glycogen mod
O=C(O)CC(Cc1ccc(Cl)cc1)C(=O)Nc1ccccc1 (configuration not stated) | -4%[76.3 µM]
CCOC(=O)c1c(C)sc(-c2c(-c3ccc(OC)c(F)c3)[nH]c3c2c(=O)[nH]c(=O)n3C)c1O | ?
COc1ccccc1C(=O)N/C(=C\c1ccccc1)C(=O)NCc1ccco1 | -5%
CCOC(=O)c1c(-c2ccccc2)oc2ccc(OCC(N)=O)cc12 | -9%[76.3 µM]
COC(CNC(=O)c1ccc2c(c1)nc(C)n2-c1cccc(C)c1)OC | 4%
Cc1ccccc1C(=O)NC(CC(C)C)C(=O)N1CCN(c2ccccc2)CC1 (configuration not stated) | 4%
CS(=O)(=O)CCC(C(=O)O)N1C(=O)c2ccc(Oc3ccc(Cl)cc3)cc2C1=O (configuration not stated) | 6%
COCCn1c(SCC(=O)NC2CCCCC2C)nc2ccccc2c1=O (configuration not stated) | -7%
COc1cc(/C=N/NC(=O)c2nnn(-c3nonc3N)c2-c2cccs2)ccc1O | -1%[76.3 µM]
O=C(NNC(=O)c1cc(Br)ccc1Cl)c1csc(N2CCOCC2)n1 | -3%[76.3 µM]
COc1ccc(N2CCN(C(=O)CCNS(=O)(=O)c3ccc(C)cc3)CC2)cc1 | -5%[76.3 µM]
COc1ccc(-c2nc(CS(=O)CC(=O)NC3CCCCC3C)c(C)o2)cc1 (configuration not stated) | 7%[76.3 µM]
Cc1ccc(Nc2nc(N)c3ccccc3n2)cc1C | 0%[76.3 µM]
O=C(CCC(=O)N1CCSc2ccccc21)Nc1cccc(F)c1 | -10%[76.3 µM]
O=C(OCc1cccc(F)c1)c1cc2ccccc2cc1O | 6%[76.3 µM]
Cc1csc(NC(=O)CCC(=O)N(CC(=O)NC2CCCCC2)c2ccccc2)n1 | 10%
COc1ccc(Cl)cc1NC(=O)c1nn(C)c2c1CS(=O)(=O)c1ccccc1-2 | -2%[76.3 µM]
COc1cccc(C(=O)NCCCNC(=O)c2cccc(OC)c2)c1 | -2%[76.3 µM]
CC(Oc1ccc2c(-c3ccccc3)cc(=O)oc2c1)C(=O)NCc1ccccn1 (configuration not stated) | 11%[76.3 µM]
O=C(Cn1cc([N+](=O)[O-])cn1)NCc1ccccc1 | 4%[76.3 µM]
COC(=O)Nc1ccc(S(=O)(=O)Nc2cc(C(F)(F)F)c[nH]c2=O)cc1 | 2%
Nc1[nH]ncc1S(=O)(=O)c1ccccc1 | 4%
Cc1cc(C)c(C#N)c(SCC(O)COc2ccc(Br)cc2)n1 (configuration not stated) | -12%[76.3 µM]
O=Cc1coc2c(ccc3ccccc32)c1=O | 4%
COc1ccc(OC)c(CCNC(=O)Cc2ccc(NC3=NC4CS(=O)(=O)CC4S3)cc2)c1 (configuration not stated) | 17%[76.3 µM]
(more compounds)
SMILES | GAA glycogen mod
C/C=C/c1ccc(OCC(=O)Nc2ccncc2)c(OC)c1 | -6%
COc1ccc(NC(=O)c2ccc3c(c2)OCCO3)cc1OC | 1%
Cc1ccc(S(=O)(=O)N2CCC(C(=O)NCCN3CCOCC3)CC2)cc1C | 1%[76.3 µM]
Cc1cc(C(=O)Nc2ccccc2Cl)c2ccccc2n1 | 9%[76.3 µM]
CCN(CC(=O)N1CCOCC1)S(=O)(=O)c1cc(Cl)ccc1Cl | -8%[76.3 µM]
CCn1c(CC(=O)Nc2ccccc2F)nnc1SCC(=O)N1CCOCC1 | 1%[76.3 µM]
O=C(CN1CCN(c2ccc(F)cc2)CC1)NCc1ccc(Cl)cc1 | 1%[76.3 µM]
CCc1nnc(NC(=O)CSCc2cc(=O)n3cc(C)sc3n2)s1 | 1%[76.3 µM]
O=C(NCCc1ccccc1)c1ccc(NC(=O)c2cccnc2)cc1 | 8%[76.3 µM]
CN(C)CCn1c(=O)n(Cc2ccccc2)c(=O)c2c3c(sc21)CCCCC3 | 5%
O=C1COc2ccc3ccccc3c21 | 8%
CC(C)(C)C(=O)Nc1ccc(-c2nnc3n2CCCCC3)cc1 | -3%[76.3 µM]
COc1cccc(C(=O)NCc2ccco2)c1 | 15%[76.3 µM]
O=C(CN(Cc1ccc(Cl)cc1)C(=O)CN1C(=O)COc2ccccc21)NC1CCCC1 | 0%
Cc1nc(Cl)sc1C(=O)Nc1cccc(Cl)c1 | 1%[76.3 µM]
CN(C)CCCNc1nc(N)c([N+](=O)[O-])c(NC2CCCCC2)n1 | -14%
CN(C)c1ccc(/C=N/NC(=O)CNC(=O)/C=C/c2ccco2)cc1 | 5%
O=C(O)c1cc(NC(=O)c2cccc(N3C(=O)c4ccccc4C3=O)c2)cc(C(=O)O)c1 | 6%[76.3 µM]
CC(C)Cn1cnc2c1c(=O)n(CC(=O)NC(=O)NC(C)(C)C)c(=O)n2Cc1ccccc1 | 1%
COc1ccc2c(CNCc3cccs3)c(C(=O)O)n(Cc3ccccc3)c2c1 | -3%[76.3 µM]
CC1CC(C)CN(CCCNC(=O)C2CCCN(S(=O)(=O)N3CC(C)CC(C)C3)C2)C1 (configuration not stated) | -6%[76.3 µM]
O=C(CN1Cc2ccccc2C1=O)Nc1cc(F)ccc1F | -9%[76.3 µM]
COc1ccc(C)cc1Nc1nc(N)c2ccccc2n1 | 0%[76.3 µM]
CCc1cccc2c(C(=O)C(NC(C)CC)c3ccccc3)c[nH]c12 (configuration not stated) | -7%
CN1C(=O)C(C)(C)c2cc(S(=O)(=O)N(C)Cc3ccccc3)ccc21 | 1%[76.3 µM]

Ordered by molar mass (low to high): part of the list above
SMILES | GAA glycogen mod
CCOC(=O)c1c(-c2ccccc2)oc2ccc(OCC(N)=O)cc12 | -9%[76.3 µM]
CN(C)c1ccc(/C=N/NC(=O)CNC(=O)/C=C/c2ccco2)cc1 | 5%
CC(Oc1ccc2c(-c3ccccc3)cc(=O)oc2c1)C(=O)NCc1ccccn1 (configuration not stated) | 11%[76.3 µM]
COc1ccc(-c2nc(CS(=O)CC(=O)NC3CCCCC3C)c(C)o2)cc1 (configuration not stated) | 7%[76.3 µM]
COc1ccc2c(CNCc3cccs3)c(C(=O)O)n(Cc3ccccc3)c2c1 | -3%[76.3 µM]
COc1cc(/C=N/NC(=O)c2nnn(-c3nonc3N)c2-c2cccs2)ccc1O | -1%[76.3 µM]
CC1CC(C)CN(CCCNC(=O)C2CCCN(S(=O)(=O)N3CC(C)CC(C)C3)C2)C1 (configuration not stated) | -6%[76.3 µM]

(further entries)
SMILES | GAA glycogen mod
NC(=O)C1CC12c1ccccc1-c1ccccc12 (configuration not stated) | 4%
O=C(CN1C(=O)NC2(CCCC2)C1=O)N1CCN(S(=O)(=O)c2cccc(F)c2)CC1 | -13%[76.3 µM]
COc1ccc(S(=O)(=O)c2cn(C)c3cc(N4CCCCC4)c(F)cc3c2=O)cc1 | -8%[76.3 µM]
Cc1cccc(C(=O)NCC(=O)OCC(=O)c2ccc(Cl)s2)c1 | -6%[76.3 µM]
COc1ccc(C(=O)CN2CCN(c3ncccn3)CC2)cc1 | -10%
CCn1c(SCC(=O)NC2CCCC2)nnc1C(C)NC(=O)c1ccccc1Br (configuration not stated) | 5%
Cc1ccc(S(=O)(=O)N2CCN(C(=O)CC(C)n3nc(C)c(Cl)c3C)CC2)cc1 (configuration not stated) | -14%
COc1ccc(CNC(=O)CCC(=O)c2ccc(C)cc2)cc1OC | 9%[76.3 µM]
O=C(NCC(c1ccc(Cl)cc1)N1CCCCC1)c1ccccc1F (configuration not stated) | -4%[76.3 µM]
Cc1cc(C)cc(NC(=O)COCc2cc(-c3ccc4c(c3)OCO4)on2)c1 | -2%[76.3 µM]
Cn1c(=O)c2c(nc(NCCNC(=O)c3ccco3)n2Cc2ccc(F)cc2)n(C)c1=O | -2%
CCC(C)c1ccc(NC(=S)N2CCN(c3ccccn3)CC2)cc1 (configuration not stated) | 6%[76.3 µM]
O=C(Nc1ccc(Br)cc1)c1cccc(OC(=S)N2CCOCC2)c1 | 3%
O=C(OCC(=O)N1CCOCC1)c1cccc(F)c1 | 3%
CC(=O)N1CCCc2cc(S(=O)(=O)N3CCCC(C(=O)NCc4ccc(C)cc4)C3)ccc21 (configuration not stated) | 2%[76.3 µM]
CC(=O)N1c2ccc(S(=O)(=O)N3CCC(C(=O)N4CCN(c5ccc(Cl)cc5)CC4)CC3)cc2CC1C (configuration not stated) | -6%[76.3 µM]
CC(=O)c1ccc(NC(=O)CCc2ccc(C)o2)cc1 | 3%[76.3 µM]
CCNC(=O)c1cnn(-c2ccccc2)c1-c1ccccc1 | -5%
CCCOc1ccc(-c2nc3c(c(=O)[nH]c(=O)n3Cc3ccccc3)n2CCO)cc1OCC | -2%[76.3 µM]
O=C(O)CN1C(=O)/C(=C\c2cc(Br)ccc2OCc2ccc(Cl)cc2)SC1=S | -13%
CSC[C@H](NC(=O)Cc1c(C)c2cc3c(C)c(C)oc3cc2oc1=O)C(=O)N[C@@H](Cc1ccccc1)C(=O)O | 0%[76.3 µM]
COc1cc(NC(=O)C2CCC(CNS(=O)(=O)c3csc(C(N)=O)c3)CC2)cc(OC)c1 (configuration not stated) | -14%[76.3 µM]
O=C(CS(=O)(=O)c1ccccc1)NCc1ccccc1 | 5%[76.3 µM]
CC(=O)Nc1cc2nc(C)n(Cc3ccc([N+](=O)[O-])cc3)c2nc1C | 16%[76.3 µM]
COc1ccc(NC(=O)c2cn3c4c(ccc(Cl)c4c2=O)OC(C)C3)cc1OC (configuration not stated) | -8%[76.3 µM]

2 of the compounds above, tab-delimited:
molecule	GAA glycogen mod
COc1ccc(OC)c(CCNC(=O)Cc2ccc(NC3=NC4CS(=O)(=O)CC4S3)cc2)c1 (configuration not stated)	17%[76.3 µM]
O=C(NNC(=O)c1cc(Br)ccc1Cl)c1csc(N2CCOCC2)n1	-3%[76.3 µM]

Next part:
SMILES | GAA glycogen mod
CCC(CC)C(=O)Nc1c2c(nn1-c1ccc(F)cc1)CS(=O)(=O)C2 | 0%
CC(=O)Nc1cccc(NC(=O)CS(=O)(=O)c2cn(CC(=O)N3CCCC3)c3ccccc23)c1 | 0%[76.3 µM]
O=C1[C@@H]2Cc3c([nH]c4ccccc34)C(c3ccc(Cl)cc3)N2C(=O)CN1CCO (some centres not stated) | 0%
C/C(=C\c1cccc(Cl)c1Cl)C(=O)c1c(C)cc(C)[nH]c1=O | -2%[76.3 µM]
COc1ccc(CCNC(=O)CCc2c(C)c3ccc(O)c(C)c3oc2=O)cc1 | -2%[76.3 µM]
COC(=O)c1ccccc1NC(=O)c1cc2cc(C)ccc2n1C | -9%[76.3 µM]
CC(=O)C1=C(O)C(=O)N(c2ccccn2)C1c1ccc(C)cc1 (configuration not stated) | 3%
COc1ccc(Cl)cc1NC(=O)C(C)N1Cc2ccccc2C1=O (configuration not stated) | 2%[76.3 µM]
Cc1ccc(NC(=O)C(C)Sc2nc3c(c(=O)[nH]2)CCCC3)cc1Cl (configuration not stated) | -2%[76.3 µM]
CCOc1ccc(N(C)C(=O)CCc2nnc3ccc(NCc4ccco4)nn23)cc1 | -7%[76.3 µM]
Oc1ccccc1C1=NN(c2ccccc2)C(c2ccccc2)C1 (configuration not stated) | -1%
COc1ccc(C2(C(=O)NCCc3ccccc3)CCCC2)cc1OC | -5%
COc1ccccc1N1CCN(C(=O)CCNC(=O)Cn2ccc3ccccc3c2=O)CC1 | -3%
O=C(NCc1ccccn1)c1ccc(OC2CCN(Cc3cccs3)CC2)cc1 | -6%[76.3 µM]
COc1cccc(C(C(=O)NC2CCCC2)N(C(=O)c2ccco2)c2ccccc2F)c1OC (configuration not stated) | -6%
COc1ccc(C2(c3ccc(OC)cc3)NC(=O)N(CC(=O)Nc3ccccc3)C2=O)cc1 | -11%
Cc1[nH]c2ccccc2c1-c1nc(N)sc1C | -19%
CC(C)Oc1ccc(C(=O)NC2CCSc3ccccc32)cc1 (configuration not stated) | -10%[76.3 µM]
O=C1CCCN1CCCNS(=O)(=O)c1ccc(Br)s1 | -12%[76.3 µM]
COc1ccc(C)cc1N(C(=O)c1snc(C(N)=O)c1N)C(C(=O)NC1CCCC1)c1ccc(F)cc1 (configuration not stated) | -15%
COc1ccc(NC(=O)c2ccc(CNS(=O)(=O)c3ccc4c(c3)C(C)(C)C(=O)N4C)cc2)cc1 | -8%[76.3 µM]
Cc1cc(C)c(S(=O)(=O)N2CCN(S(=O)(=O)N3CCCCCC3)CC2)c(C)c1 | 5%
COC(=O)c1c(C(=O)OC)c(-c2ccc(Br)cc2)n2c1CS(=O)C2 (configuration not stated) | 0%
COc1ccc(C(O)(C(C)C)C(CN2CCOCC2)c2ccccc2)cc1 (configuration not stated) | 0%
COc1ccc(CS(=O)(=O)CC(C)(O)c2ccc(Cl)cc2)cc1 (configuration not stated) | 1%
O=C1C(=O)N(Cc2ccncc2)C(c2ccccc2F)/C1=C(\O)c1ccc2c(c1)OCCO2 (configuration not stated) | -2%[76.3 µM]
Cc1ccc2c(c1)NC(=O)C(CC(=O)Nc1ccc(Br)c(C)c1)O2 (configuration not stated) | 3%
CC(=O)N1c2ccc(S(=O)(=O)N3CCCC3C(=O)NCc3ccccc3Cl)cc2CC1C (configuration not stated) | 14%[76.3 µM]
COCCn1c(COc2cccc(OC)c2)nnc1SCC(=O)NC1CCCC1 | -4%

Screens (PubChem)
